Screening data from PubChem.
PKA-R2B act = activates the human PKA-R2B holoenzyme complex | P22694+P31323 | PKA-R2B holoenzyme dissociation, Cy5-IP20 fluorescence polarization; R2B truncated from residue 108, S112A mutant; 0% DMSO only, 100% 113 µM cGMP | activation, % at 11.4 µM | hit rate 0.079% among 340,000 | AID 504700;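 active = activation above a cutoff set at the mean over all compounds plus 3 SD, cut at about 18% in these data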;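 also: higher means more holoenzyme dissociation and a rise in polarization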
PKA-R1A activ = PKA-R1A complex activation | AID 504707 | hit rate 0.083% among 340,000 | activation, % at 11.4 µM | P00514+P68181 | PKA-R1A dissociation, Cy5-IP20 fluorescence polarization; scaled: DMSO 0%, 113 µM cGMP 100%;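 active = percent activation above the mean of all tested compounds plus 3 SD, cut at about 19% in these data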;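 also: higher means more PKAc released from R1A so a rise in polarization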
MITF act = activators of MITF-driven TRPM1 promoter activity in SK-MEL-5 cells; SK-MEL-5 TRPM1-promoter luciferase, 24 h; % of positive control, neutral wells = 0; activation, % at 12.5 µM; hit rate 0.75% among 300,000;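 active = mean activation of at least 80% with every replicate also reaching 80%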;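 also: 0% = neutral control wells and 100% = parthenolide positive control wells; values of inactives mirror those of a sister screen read the other way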
SR-BI uptake up = enhances SR-BI lipid uptake from DiI-HDL. activation, % at 12.5 µM. AID 504775. hit rate 0.096% among 320,000. CHO ldlA[mSR-BI] cells, DiI-HDL uptake fluorescence, 3 h; 100 = double the neutral-control signal;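 active = mean replicate activation of at least 60% and every replicate at or above 60%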;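 also: 0% = median plate neutral-control signal and 100% = twice that signal; values of inactives mirror those of a sister screen read the other way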
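material = CHO ldlA[mSR-BI] cells | medium = Ham's F12 with 0.5% BSA, HEPES 25 mM, pH 7.4 | reagent = fluorescent DiI-HDL, 10 µg/mL final | compound dosing = single-point compound dose | incubation = 3 h, 37 °C | measured by = bottom-read fluorescence, 550/595 nm | measure = HDL uptake via cellular fluorescence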
SR-BI DiI inh = inhibitors of mouse SR-BI mediated HDL lipid uptake | Q61009 | ldlA[mSR-BI] CHO cells, DiI-HDL uptake fluorescence, 3 h | inhibition, % at 12.5 µM | hit rate 0.96% among 320,000 | AID 488896;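 active = mean replicate inhibition of at least 70% and a set share of replicates each scoring 70 or more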;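 also: 0% = median of neutral control wells and 100% = median of positive control wells; values of inactives mirror those of a sister screen read the other way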
Arr AP2 block = human beta-arrestin and AP2 interaction inhibition; hit rate 0.31% among 340,000; FITC-arrestin peptide / GST-AP2 beads, flow cytometry; AP2 beta2 appendage carries R879A mutation; inhibition, % at 10 µM;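 active = inhibition above a set limit, near 3 SD of compounds lacking own fluorescence, cut at about 54% in these data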;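 also: plate controls were DMSO wells for no effect and 5 µM unlabelled arrestin peptide for full effect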
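System: GST-tagged AP2 beta2-adaptin appendage (R879A) on 4 µm glutathione beads / Reagent: FITC-arrestin peptide, 50 nM / Detection: HyperCyt-sampled flow cytometry, FL1 channel, ex 488/em 535 nm / Timing: 12 min plus 1 h, RT / Buffer or medium: PBS plus Tween 20 (0.05%) and BSA (0.1%)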
CDK5 p35 inh = CDK5/p35 (human) kinase inhibition | Q00535+Q15078 | Recombinant CDK5/p35, ADP-Glo luminescence, 60 min | inhibition, % at 10 µM | hit rate 0.01% among 330,000 | AID 488839;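 active = highest replicate inhibition of at least 50% and at least 75% of replicates reaching 50%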;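 also: plate controls were DMSO neutral control for no effect and GW8510 at 10 µM for full effect; many of its hits are not listed in these tables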
NSD2 HMT inh = inhibitors of human histone methyltransferase NSD2; hit rate 0.54% among 310,000; O96028; NSD2 peptide methylation, AlphaScreen, 120 min; inhibition, % at 12.5 µM; in the data active = inhibition above about 50%
dFosB act = mouse delta FosB homodimer activation. activation, % at 25 µM. P13346. AID 493131. purified delta FosB, TAMRA-CDK5 oligo fluorescence polarization; percent of positive-control signal above neutral wells. hit rate 0.99% among 340,000;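 active = mean activation above about 17%, with every replicate also reaching it, limit read from the data, passing the limit was not always enough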;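 also: fluorescence polarization rise as delta FosB binds a TAMRA Cdk5 AP-1 oligo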
Pemphigus Ab inh = inhibitors of pemphigus antibody binding to human desmoglein-3; P32926; DSG3-coupled beads, scFv-anti-DSG3-GFP binding, flow cytometry; active compounds read low; binding (percent of control), % at 10 µM; hit rate 0.48% among 310,000; AID 588358;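 active = binding more than 3 SD below its plate's average and above zero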;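 also: hits lower antibody fragment binding to DSG3; some compounds called inactive have numbers as strong as hits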
Target sequence (P32926 whole entry, looked up, the tested form may be a part): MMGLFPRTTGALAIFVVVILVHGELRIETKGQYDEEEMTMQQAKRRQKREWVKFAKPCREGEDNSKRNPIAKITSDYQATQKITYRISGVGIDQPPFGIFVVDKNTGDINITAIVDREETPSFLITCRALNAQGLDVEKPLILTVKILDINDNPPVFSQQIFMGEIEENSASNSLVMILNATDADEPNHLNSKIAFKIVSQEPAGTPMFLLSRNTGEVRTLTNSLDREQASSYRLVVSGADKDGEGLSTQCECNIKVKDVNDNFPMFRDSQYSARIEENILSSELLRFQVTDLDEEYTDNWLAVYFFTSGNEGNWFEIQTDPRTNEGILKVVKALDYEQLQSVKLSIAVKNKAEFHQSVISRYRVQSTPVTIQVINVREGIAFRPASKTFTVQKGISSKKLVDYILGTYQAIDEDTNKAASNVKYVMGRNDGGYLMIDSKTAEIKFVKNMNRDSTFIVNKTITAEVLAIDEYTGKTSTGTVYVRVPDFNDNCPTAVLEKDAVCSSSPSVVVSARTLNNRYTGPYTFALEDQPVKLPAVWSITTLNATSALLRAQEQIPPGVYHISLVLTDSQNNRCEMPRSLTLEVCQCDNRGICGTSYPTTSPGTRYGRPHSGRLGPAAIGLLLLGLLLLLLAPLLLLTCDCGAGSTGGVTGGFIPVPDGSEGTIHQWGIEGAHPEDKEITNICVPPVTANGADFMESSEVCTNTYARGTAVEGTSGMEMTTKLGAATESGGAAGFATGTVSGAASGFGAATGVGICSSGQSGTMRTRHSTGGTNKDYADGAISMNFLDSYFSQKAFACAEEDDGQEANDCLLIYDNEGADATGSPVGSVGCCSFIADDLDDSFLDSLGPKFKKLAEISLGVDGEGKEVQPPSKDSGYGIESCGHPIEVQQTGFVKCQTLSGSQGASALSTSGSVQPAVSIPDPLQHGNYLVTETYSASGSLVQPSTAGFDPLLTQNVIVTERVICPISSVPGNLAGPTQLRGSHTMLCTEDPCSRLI
Mot1-301 SUMO = blocks SUMOylation pathway, rescuing yeast Mot1-301 growth | S. cerevisiae Mot1-301 growth rescue, ATP luminescence, 38.5C; percent above DMSO median, 100 means doubled | growth rescue, % at 18.8 µM | hit rate 1% among 320,000 | AID 2716;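 active = every valid replicate shows activation above 250% relative to neutral control wells; inactive = the rest, any valid replicate at or below 250%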;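 also: OY570 slx delta 5 strain wells were the positive control but not used for scaling; some compounds called inactive have numbers as strong as hits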
* marks the source's active call; other numbers are inactive results; · = not tested or not shown. An unsorted share of the library; overall some 4.7% were active at least once.

Fields – PKA-R2B act	PKA-R1A activ	MITF act	SR-BI uptake up	SR-BI DiI inh	Arr AP2 block	CDK5 p35 inh	NSD2 HMT inh	dFosB act	Pemphigus Ab inh	Mot1-301 SUMO
1) COc1ccc(CCNC(=O)c2cc(S(=O)(=O)N3CCCCCC3)ccc2OC)cc1OC
    -9	1	-9	-13	13	3	-2.3	1	-10	96	·
2) COc1cccc(/C=N/NC(=O)c2oc3nc(-c4ccccc4)cc(-c4ccco4)c3c2N)c1
    0	-11	·	4	-4	35	-0.5	-1	-13	99	-20
3) Cc1c(Cl)cccc1NC(=S)N1CCN(C(=O)C2CCCO2)CC1 (centres undefined)
    5	-2	-3	3	-3	0	-2.6	-2	-1	98	-8
4) CC(C)CN1C(=O)c2ccccc2C1(O)Cc1ccccc1 (centres undefined)
    -2	4	6	20	-20	2	0.8	-1	9	88	-13
5) O=C(NC1CCCC1)C(c1ccncc1)N(C(=O)c1csnn1)c1ccc(Cl)cc1 (centres undefined)
    -12	7	2	15	-15	0	-0.4	-2	-3	97	-5
6) CCCS(=O)(=O)NCCc1cc2cc(C)c(C)cc2[nH]c1=O
    2	6	·	-13	13	10	0.2	2	-17	110	-8
7) O=C(Nc1ccnn1C1CCN(Cc2cc3ccccc3[nH]2)CC1)C1CCOC1 (centres undefined)
    2	-16	2	-4	4	-1	-3.9	0	-14	·	-12
8) CCOC(=O)N1CCN(C(=O)c2ccc3[nH]c(C)c(C)c3c2)CC1
    -3	3	-7	-10	10	-7	-2.4	3	-10	·	-2
9) Cc1[nH]c2c(Cl)cccc2c(=O)c1CN1CCCC1
    1	4	-12	-7	7	8	1.2	-1	-4	104	3
10) Nn1c(SCc2nc3ccccn3c2Br)nnc1-c1cccnc1
    0	2	-6	9	-9	1	0.0	-2	1	·	-14
11) COc1ccc(Br)cc1CN(C)C(C)C(=O)Nc1cc([N+](=O)[O-])ccc1OC (centres undefined)
    10	3	-9	-39	39	1	1.1	-3	-5	98	6
12) COc1ccccc1N(C)S(=O)(=O)c1ccc(C(=O)NC2=NCCS2)cc1
    3	-4	-6	-11	11	0	-0.1	1	15	102	215
13) CC(C)(C)NC(=O)CSc1nc2ccc(NC(=O)CSc3nnc(N)s3)cc2s1
    2	4	-1	·	·	-9	0.9	4	2	98	12
14) COc1ccc(NS(=O)(=O)c2cccs2)c(OC)c1
    10	-3	-6	-21	21	2	-1.4	-1	-1	·	-3
15) CC(C)(C)N(Cc1ccccc1)C(=O)c1ccc(Br)o1
    -13	-2	2	9	-6	-30	1.1	-7	-7	95	-27
16) O=C(COc1ccc(Br)cc1Cl)NC(=S)N1CCc2ccccc21
    -5	-21	-14	17	-17	-1	0.0	1	0	98	10
17) CCCOc1ccc(-c2c(C(=O)N/N=C/C3CCCCC3)nnn2-c2nonc2N)cc1
    -1	-4	-4	-27	27	17	1.5	2	-3	110	8
18) COc1cccc(NC(=O)Nc2nnc(Cc3ccccc3)s2)c1
    -4	4	·	-22	22	7	-4.8	0	-3	123	393
19) O=C(NCC(c1ccco1)N1CCOCC1)c1cccc(Cl)c1 (centres undefined)
    -8	7	-5	3	-3	4	-9.5	5	-1	100	3
20) COc1ccc(CCNC(=O)C2CC3Cn4c(nc5cc6ccccc6cc54)C3N2C)cc1 (centres undefined)
    -5	-5	2	-27	27	-1	1.4	·	-6	107	-4
21) Cc1ccc(C(=O)CSC2=C(C#N)C(c3ccco3)C3=C(CCCC3=O)N2)cc1 (centres undefined)
    1	3	·	-30	30	5	0.6	-4	-13	·	13
22) COCCN1CN(S(=O)(=O)c2cccc(Cl)c2)c2nc3ccccc3nc21
    -14	-11	-4	22	-22	-9	-1.5	1	-6	111	-12
23) CN1CCN(c2ccc(-c3ccnn3C(=O)Nc3cccc(C(F)(F)F)c3)cc2)CC1
    1	0	43	-11	11	30	-0.1	3	4	96	-9
24) O=c1c2ccsc2ncn1Cc1ccc(Cl)cc1
    8	5	-5	0	0	9	-0.6	-1	2	95	6
25) O=C(CCc1nc(-c2ccccc2)no1)N1CCCC1
    -13	8	12	·	·	2	0.8	0	-1	91	-9
26) Cn1c(=O)n(C/C=C/c2ccccc2)c(=O)c2c1nc1n2CCCN1Cc1ccccc1
    -1	3	·	-23	23	-12	-3.3	2	-1	·	340
27) COc1ccccc1NC(=O)/C=C1\SCC(=O)N1C
    -4	-5	-4	-13	13	7	-6.9	-3	0	99	-27
28) NC(=O)CC[C@@H]1NC(=O)[C@@H]2CCCN2C(=O)c2cc([N+](=O)[O-])cc(I)c2NCCCC[C@@H](C(=O)NC(CC(=O)O)C(N)=O)NC1=O (some centres undefined)
    -5	0	1	17	-17	-10	0.9	·	-2	101	2
29) COc1cc(/C=N/NC(=O)c2cccnc2)ccc1OC(=O)c1ccco1
    -21	6	-6	4	-4	6	-2.3	-4	-3	87	-9
30) CC1(C)CC(=O)C2=C(C1)OC1=C(C(=O)CC(C)(C)C1)C2c1ccc(O)c([N+](=O)[O-])c1
    -2	0	-7	-15	15	1	-3.6	0	-12	106	-16
31) COc1ccc(C(=O)N2CCN(Cc3ccc4c(c3)OCO4)CC2)cc1[N+](=O)[O-]
    -12	-3	-19	-9	9	-2	-3.5	0	-7	96	163
32) Cc1ccc(-c2csc(-c3cc(C)on3)n2)cc1
    4	-10	·	·	·	2	0.3	-2	-4	·	-1
33) COc1ccccc1OCCC(=O)OCC(=O)Nc1ccc2c(c1)OCCO2
    3	1	-5	32	-32	1	-1.6	-2	-1	123	5
34) O=C(NCc1ccncc1)c1ccc(NS(=O)(=O)c2cccc([N+](=O)[O-])c2)cc1
    5	-6	6	-3	3	30	-0.4	1	-7	119	40
35) CCN(C(=O)C1CCCN(c2nc(-c3ccc(OC)cc3)no2)C1)c1ccccc1F (centres undefined)
    -3	8	2	-23	23	3	-0.2	·	-10	99	138
36) Cc1ccc(C(=O)OCC(=O)N2CCOCC2)cc1
    1	1	49	·	·	-9	-0.3	19	1	117	-22
37) CCn1c(SCc2nc3scc(-c4ccccc4)c3c(=O)[nH]2)nnc1-c1cccs1
    9	-4	-4	-5	5	5	-2.5	2	-10	106	230
38) COc1ccc(NS(=O)(=O)c2ccc(C(=O)Nc3c(C)n(C)n(-c4ccccc4)c3=O)cc2)cc1
    11	12	-4	5	-5	21	0.1	0	1	93	-9
39) CCCOc1ccc(/C(O)=C2/C(=O)C(=O)N(CCCn3ccnc3)C2c2cccs2)cc1 (centres undefined)
    -5	-3	7	5	-5	-5	-0.1	-1	1	88	-11
40) Cc1ccc(NC(=O)COC(=O)Cc2csc(-c3cccc(F)c3)n2)cc1C
    -3	-10	17	47	-47	12	-0.9	-3	-8	93	·
41) COC(=O)c1ccc(C(=O)N2CCCC(CNC(=O)c3ccc(F)cc3)C2)cc1 (centres undefined)
    -6	-23	7	9	-9	-6	-0.7	-7	-4	·	-13
42) CN(Cc1ccccc1)S(=O)(=O)c1cn(C)cn1
    8	-3	·	16	-16	14	1.1	-3	-4	109	1
43) Clc1ccc(Nc2ccc(NCc3ccccc3)nn2)cc1
    -6	-7	18	-12	12	-4	-0.7	3	3	105	28
44) COc1ccc(CC(=O)NNC(=O)COc2ccc3ccccc3c2)cc1
    9	1	12	29	-29	20	0.5	1	-3	92	-6
45) O=C(c1cccs1)N1CCN=C1SCc1ccc(Cl)cc1
    -10	4	4	0	0	15	3.1	·	-8	100	·
46) CN(C(=O)COC(=O)/C=C/c1ccccc1[N+](=O)[O-])c1ccccc1
    2	1	2	-4	4	2	-3.1	0	7	·	-3
47) CCn1[nH]c(=O)c(=Nc2c(C)n(C)n(-c3ccccc3)c2=O)cc1-c1ccc(Cl)cc1
    10	-10	·	15	-15	5	-0.1	0	-4	98	-9
48) O=C1CCCN1CCCNCC(=O)N1c2ccccc2Sc2ccccc21
    -1	-1	12	-13	13	-6	-1.4	0	-3	79	321
49) NC(=O)c1oc2ccccc2c1NC(=O)Cc1ccccc1
    3	-9	8	-2	2	14	3.0	23	-1	102	124
50) O=c1c2c3c(sc2ncn1/N=C/c1ccc(Br)o1)CCCC3
    -1	-2	10	7	-7	-3	-1.6	·	-15	90	6
51) NC(=O)C1CCN(C(=O)c2ccc(NC3=NC4CS(=O)(=O)CC4S3)cc2)CC1 (centres undefined)
    2	-8	·	-12	12	8	-0.2	·	-5	101	-3
52) O=C(NCc1ccccc1Cl)C1CCC(CNc2nc(=S)[nH]c3ccccc23)CC1 (centres undefined)
    -9	-6	-23	-60	60	-15	0.5	-3	71*	102	-25
53) CCOC(=O)c1c(C)[nH]c(C(=O)OCC(=O)NC(C)(C)C)c1C
    -7	6	-9	-16	16	1	1.4	3	-5	102	15
54) COc1ccc2[nH]c3c(c2c1)CCN1C(=O)C(CC(=O)NCc2ccc(OC)c(OC)c2)C[C@H](C(=O)N(C(C)C)C(C)C)[C@@]31C (some centres undefined)
    1	-5	-13	6	-6	36	0.2	·	-11	100	·
55) CCCCCc1c2c(cc(O)c1C(=O)O)OC(=O)c1c(cc(OC)cc1C(=O)CCCC)O2
    0	-5	·	-9	9	-2	-0.5	·	-10	102	-17
56) CC(=O)Oc1ccc2nc(-c3cccs3)oc(=O)c2c1
    -4	-13	2	15	-15	5	4.1	-1	-7	103	13
57) COc1ccc(CC(=O)Nc2cc(C)c3c(=O)oc4ccccc4c3n2)cc1
    3	-5	2	7	-7	20	0.4	·	-8	94	180
58) Cc1c(NC(=O)c2ccc(-c3cccc([N+](=O)[O-])c3)o2)c(=O)n(-c2ccccc2)n1C
    1	2	5	-3	3	7	-3.6	1	0	102	-4
59) COc1ccccc1CNC(=O)C1(c2ccc(Cl)cc2)CC1
    -1	9	1	42	-42	1	3.8	1	4	112	-21
60) CCCCN1C(=O)C(C(=O)OCc2ccccc2)CC2=C1CCCC2=O (centres undefined)
    -5	-11	-2	20	-20	25	0.4	·	2	96	·
61) Cn1c(C(=O)NC2CC2)cc(=O)n(C)c1=O
    -7	-6	-10	15	-15	3	0.1	-5	2	104	-11
